TAAR1 agonist – human TAAR1 agonism. Q96RJ0. CHO RD-HGA16 TAAR1, Fluo-8 calcium fluorescence; vehicle wells 0%, saturating PEA agonist 100%. activation, % at 3 µM. 360,000 tested, 0.99% active. AID 624467;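 active = activation above the mean activation of all test compounds in the run plus 3 SD, cut at about 38% in these data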
Target sequence (Q96RJ0 whole entry, looked up): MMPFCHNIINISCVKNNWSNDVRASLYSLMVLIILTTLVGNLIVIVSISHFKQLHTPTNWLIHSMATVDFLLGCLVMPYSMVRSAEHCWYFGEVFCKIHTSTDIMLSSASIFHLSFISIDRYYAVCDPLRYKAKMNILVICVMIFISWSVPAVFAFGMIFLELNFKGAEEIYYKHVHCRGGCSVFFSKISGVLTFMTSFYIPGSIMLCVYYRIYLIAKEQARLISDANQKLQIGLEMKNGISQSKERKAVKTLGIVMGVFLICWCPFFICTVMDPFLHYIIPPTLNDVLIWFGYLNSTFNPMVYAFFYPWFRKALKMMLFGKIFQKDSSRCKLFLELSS
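System: CHO-derived RD-HGA16 cells with stable Gα16 and human TAAR1. Times: 17-24 h plating, Fluo-8 75 min 37 °C, 30 min RT. Measured by: calcium-sensitive Fluo-8 signal, excitation 470-495, emission 515-575 nm. Read-out basis: % activation relative to PEA EC100 response. Control set: DMSO and PEA EC100. Repeats: no replicates (n 1).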
CHO-K1 Ca antag – counter-screen for M1 antagonists: effect in parental CHO-K1 cells. ATP-induced calcium, Fluo-8 fluorescence. inhibition, % at 3 µM. 360,000 tested, 0.6% active. AID 602250;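 active = inhibition above a per-plate cutoff, the plate's mean sample inhibition plus 3 SD, cut at about 24% in these data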;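 also: 0% = DMSO plus EC80 ATP and 100% = DMSO alone without ATP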
CHO parental Ca – counter-screen: ATP calcium response change in parental CHO cells; parental CHO-K1, ATP-induced calcium, Fluo-8 fluorescence; inhibition, % at 5.6 µM; 330,000 tested, 0.63% active; AID 463079;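 active = inhibition above that plate's mean sample inhibition plus 3 SD, cut at about 26% in these data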;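 also: 0% = ATP-challenged DMSO wells and 100% = DMSO wells without ATP; some compounds past the cut are filed as inactive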
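Assay system: parental CHO cells; Read-out basis: percent inhibition of ATP-evoked calcium rise, normalized to controls; Benchmarks: ATP and no-ATP DMSO wells; Compound dosing: single nominal dose of 5.6 µM per compound; Signal: Fluo-8 calcium dye fluorescence; Also added: ATP as calcium-mobilizing challenge; Repeats: singlicate.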
M1 PAM parental – nonselective activator or artifact in parental CHO-K1 calcium assay. 360,000 tested, 0.02% active. ATP EC20, Fluo-8 calcium fluorescence; 0% at ATP EC20, 100% at ATP max. activation, % at 3 µM;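 active = activation above the run cutoff, the mean activation of all test compounds plus 3 SD, cut at about 40% in these data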;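 also: peak over basal fluorescence ratio in a 140 s read after ATP addition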
M1 antag – human CHRM1 antagonism. AID 588852. 360,000 tested, 1.3% active. CHO-K1 hM1, Fluo-8 calcium fluorescence, ACh EC80 antagonist. inhibition, % at 3 µM. P11229;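 active = percent inhibition above its own plate's cutoff, namely the mean of that plate's compound wells plus 3 SD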;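 also: peak over basal fluorescence ratio during 140 s after agonist addition; 0% = ACh EC80 plus DMSO and 100% = DMSO alone without agonist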
Target sequence (P11229 whole entry, looked up): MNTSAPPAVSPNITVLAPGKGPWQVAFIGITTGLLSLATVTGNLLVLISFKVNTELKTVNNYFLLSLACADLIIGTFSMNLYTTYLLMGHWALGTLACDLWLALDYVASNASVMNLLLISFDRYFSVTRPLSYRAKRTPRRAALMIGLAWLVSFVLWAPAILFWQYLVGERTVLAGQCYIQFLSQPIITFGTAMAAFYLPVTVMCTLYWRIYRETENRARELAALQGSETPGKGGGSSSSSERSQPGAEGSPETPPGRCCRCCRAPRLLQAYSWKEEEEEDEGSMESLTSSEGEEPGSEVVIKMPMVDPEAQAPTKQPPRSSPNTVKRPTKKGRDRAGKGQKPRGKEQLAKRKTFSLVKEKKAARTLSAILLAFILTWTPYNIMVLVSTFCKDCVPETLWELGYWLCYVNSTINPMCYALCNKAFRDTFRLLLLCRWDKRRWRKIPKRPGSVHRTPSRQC
CHRM1 agonist – activates human CHRM1 receptor; CHO-K1 hM1, Fluo-8 calcium fluorescence, agonist mode; 0% DMSO, 100% acetylcholine EC100; P11229; 360,000 tested, 0.33% active; activation, % at 3 µM;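 active = activation above the run's mean compound activation plus 3 SD, cut at about 16% in these data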;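 also: peak over basal fluorescence ratio within a 140 s kinetic read after compound addition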
TAAR1 antag – human TAAR1 antagonism; 360,000 tested, 1.5% active; Q96RJ0; inhibition, % at 3 µM; AID 624466; CHO RD-HGA16 TAAR1, Fluo-8 calcium fluorescence, antagonist;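 active = inhibition above a per-plate cutoff, the mean inhibition of test compounds on that plate plus 3 SD, cut at about 49% in these data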;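 also: 0% = DMSO plus EC80 beta-PEA response and 100% = DMSO alone without agonist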
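Material: CHO RD-HGA16 cells bearing hTAAR1; compound dosing: one-point dosing, 3 µM nominal final; schedule: dye loading 75 min at 37 °C, then 30 min room temperature; measured by: calcium fluorescence with Fluo-8; control set: vehicle and agonist controls; replication: n of 1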
OXTR potentiate – potentiates the human oxytocin receptor response; P30559; CHO-OTR cells, Fluo-8 calcium fluorescence, potentiator mode; 0% = oxytocin EC15, 100% = EC100; activation, % at 3 µM; 320,000 tested, 0.061% active; AID 2445;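 active = activation above that plate's cutoff, the mean activation of tested compounds plus 3 SD, cut at about 6.6% in these data, passing the limit was not always enough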;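 also: 100% uses oxytocin at 75 nM as the full agonist control; some results filed as inactive read as strong as hits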
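test system = CHO-OTR cells, human receptor | compound = single-point 3.0 µM | schedule = 6 min compound pre-incubation at room temperature, 100 s kinetic read | signal = Fluo-8 no-wash calcium dye fluorescence, excitation 470-495 nm, emission 515-575 nm | repeats = single well per compound, singlicate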
M1 ag parental – M1 agonist counterscreen hit in parental CHO-K1 cells; Fluo-8 calcium fluorescence; scaled to maximal ATP response, vehicle zero; activation, % at 3 µM; 360,000 tested, 0.48% active; AID 602248; in the data active = activation above about 15%;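 also: untransfected CHO-K1 host cells lacking M1 receptor as counterscreen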
Numbers without * were called inactive.

Results for C(#Cc1ccccc1)C[N+]1(CC#Cc2ccccc2)CCCC1 ?
TAAR1 agonist: 2; CHO-K1 Ca antag: -8; CHO parental Ca: -4; M1 PAM parental: 11; M1 antag: 39*; CHRM1 agonist: -10; TAAR1 antag: 1; OXTR potentiate: -3; M1 ag parental: 0.1

How did CSCCC(NC(C)=O)C(=O)OCC(=O)N(c1ccccc1)c1ccccc1 (stereo not drawn) do in these assays?
TAAR1 agonist: 7; CHO-K1 Ca antag: -12; CHO parental Ca: -18; M1 PAM parental: 10; M1 antag: 6; CHRM1 agonist: -5; TAAR1 antag: -16; OXTR potentiate: 1; M1 ag parental: 0.0

Results for O=C(C1CCN(S(=O)(=O)c2cnc[nH]2)CC1)N1CCN(Cc2ccc3c(c2)OCO3)CC1 ?
TAAR1 agonist: 18; CHO-K1 Ca antag: 20; CHO parental Ca: 3; M1 PAM parental: -6; M1 antag: -12; CHRM1 agonist: -5; TAAR1 antag: -9; OXTR potentiate: 4; M1 ag parental: 0.0

How did Cc1cc(C(=O)N/N=C/c2ccc[nH]2)n[nH]1 do in these assays?
TAAR1 agonist: 5; CHO-K1 Ca antag: 2; CHO parental Ca: 12; M1 PAM parental: 14; M1 antag: -3; CHRM1 agonist: -6; TAAR1 antag: 7; OXTR potentiate: -6; M1 ag parental: -0.4

What do the screens show for `CCN(CC)CCN(C(=O)c1ccc2ccccc2c1)c1nc2cc3c(cc2s1)OCO3`?
TAAR1 agonist: -2; CHO-K1 Ca antag: -6; CHO parental Ca: -9; M1 PAM parental: 23; M1 antag: -13; CHRM1 agonist: -6; TAAR1 antag: -37; OXTR potentiate: 4; M1 ag parental: 1.6

Results for CCN(c1cccc(C)c1)S(=O)(=O)c1cc2c3c(c1)CCN3C(=O)CC2 ?
TAAR1 agonist: 2; CHO-K1 Ca antag: 3; CHO parental Ca: -18; M1 PAM parental: 25; M1 antag: -4; CHRM1 agonist: -3; TAAR1 antag: -24; OXTR potentiate: -11; M1 ag parental: 0.0

How did N#Cc1sc2nccc(Nc3ccccc3)c2c1N do in these assays?
TAAR1 agonist: 9; CHO-K1 Ca antag: -1; CHO parental Ca: 2; M1 PAM parental: 9; M1 antag: -5; CHRM1 agonist: 3; TAAR1 antag: -12; OXTR potentiate: -4; M1 ag parental: 10

Results for COc1cccc(NC(=O)CCC2CCN(C(=O)C(OC)c3ccccc3)CC2)c1 (stereo not drawn) ?
TAAR1 agonist: 1; CHO-K1 Ca antag: -10; M1 PAM parental: 12; M1 antag: -8; CHRM1 agonist: -1; TAAR1 antag: -14; M1 ag parental: 1.9

How did Clc1ccc(SCCOCCN2CCCCC2)cc1 do in these assays?
TAAR1 agonist: 3; CHO-K1 Ca antag: -7; CHO parental Ca: -13; M1 PAM parental: 17; M1 antag: 28*; CHRM1 agonist: -11; TAAR1 antag: 3; OXTR potentiate: -5; M1 ag parental: 1.8

How did CSc1nc2c(c(=O)[nH]1)CCCC2 do in these assays?
TAAR1 agonist: 8; CHO-K1 Ca antag: -2; CHO parental Ca: 2; M1 PAM parental: 15; M1 antag: -19; CHRM1 agonist: -4; TAAR1 antag: 6; OXTR potentiate: 5; M1 ag parental: 0.2

Results for COc1ccc(Cl)cc1NCCC(O)c1ccc(F)cc1 (stereo not drawn) ?
TAAR1 agonist: -1; CHO-K1 Ca antag: -14; CHO parental Ca: 13; M1 PAM parental: -3; M1 antag: -2; CHRM1 agonist: -6; TAAR1 antag: 6; OXTR potentiate: -8; M1 ag parental: 1.4

How did CCOc1ccc(-c2nn(-c3ccccc3)cc2/C=C2\SC(=S)N(Cc3ccco3)C2=O)cc1 do in these assays?
TAAR1 agonist: 0; CHO-K1 Ca antag: 3; CHO parental Ca: -6; M1 PAM parental: 8; M1 antag: -7; CHRM1 agonist: 2; TAAR1 antag: 8; OXTR potentiate: 1; M1 ag parental: -0.1

How did CCc1cc2c(SCC(=O)N(C)C3CCS(=O)(=O)C3)ncnc2s1 (stereo not drawn) do in these assays?
TAAR1 agonist: -1; CHO-K1 Ca antag: -28; CHO parental Ca: -7; M1 PAM parental: 29; M1 antag: -19; CHRM1 agonist: -5; TAAR1 antag: -12; OXTR potentiate: 3; M1 ag parental: 2.1

What do the screens show for `C[C@]12CC[C@@H]3c4ccc(O)cc4CC[C@H]3[C@@H]1C[C@@H](O)[C@@H]2O[C@@H]1O[C@H](C(=O)O)[C@@H](O)[C@H](O)[C@H]1O`?
TAAR1 agonist: 0; CHO-K1 Ca antag: -12; CHO parental Ca: 1; M1 PAM parental: 21; M1 antag: 3; CHRM1 agonist: -2; TAAR1 antag: 4; OXTR potentiate: -3; M1 ag parental: 0.7

Results for Cc1ccc2cc(CN(CCc3ccccc3)C(=S)NCCCN(C)C)c(=O)[nH]c2c1 ?
TAAR1 agonist: 4; CHO-K1 Ca antag: -8; M1 PAM parental: 7; M1 antag: -6; CHRM1 agonist: -8; TAAR1 antag: 8; M1 ag parental: 1.0

What do the screens show for `CC(C)c1c(C(=O)N/N=C/c2cccc3ccccc23)nnn1-c1nonc1N`?
TAAR1 agonist: 1; CHO-K1 Ca antag: 4; CHO parental Ca: 10; M1 PAM parental: -9; M1 antag: 0; CHRM1 agonist: -3; TAAR1 antag: 6; OXTR potentiate: -11; M1 ag parental: 3.5

How did Nn1c(SCC(=O)Nc2cccc(F)c2)nnc1C1CCCCC1 do in these assays?
TAAR1 agonist: 4; CHO-K1 Ca antag: -11; CHO parental Ca: -7; M1 PAM parental: 15; M1 antag: -15; CHRM1 agonist: -7; TAAR1 antag: -8; OXTR potentiate: 1; M1 ag parental: 0.3

Results for CCOC(=O)c1cnc(N2CCOCC2)[nH]c1=O ?
TAAR1 agonist: 3; CHO-K1 Ca antag: -3; CHO parental Ca: -4; M1 PAM parental: 8; M1 antag: 0; CHRM1 agonist: -4; TAAR1 antag: -3; OXTR potentiate: 2; M1 ag parental: 0.6

How did COc1ccc2c(-c3cccnc3)cc(=O)[nH]c2c1 do in these assays?
TAAR1 agonist: 13; CHO-K1 Ca antag: -4; CHO parental Ca: -12; M1 PAM parental: 14; M1 antag: -6; CHRM1 agonist: -2; TAAR1 antag: -7; OXTR potentiate: -18; M1 ag parental: 0.4

How did O=C(COC(=O)/C=C/c1cccc(F)c1)NCc1ccc2c(c1)OCO2 do in these assays?
TAAR1 agonist: 2; CHO-K1 Ca antag: -2; M1 PAM parental: 19; M1 antag: -9; CHRM1 agonist: -2; TAAR1 antag: -8; M1 ag parental: 2.2

What do the screens show for `C=CCc1cc(/C=N/n2cnnc2)cc(OCC)c1O`?
TAAR1 agonist: 3; CHO-K1 Ca antag: -13; CHO parental Ca: -6; M1 PAM parental: 16; M1 antag: -10; CHRM1 agonist: -1; TAAR1 antag: -8; OXTR potentiate: -14; M1 ag parental: 0.3

How did O=S1(=O)CCS(=O)(=O)C1c1ccccc1 do in these assays?
TAAR1 agonist: 1; CHO-K1 Ca antag: -4; CHO parental Ca: -14; M1 PAM parental: -11; M1 antag: -13; CHRM1 agonist: -1; TAAR1 antag: -31; OXTR potentiate: -2; M1 ag parental: -0.4

Results for Cc1cc(=O)oc2cc(OC(=O)c3cncc(Br)c3)ccc12 ?
TAAR1 agonist: 5; CHO-K1 Ca antag: -4; CHO parental Ca: -8; M1 PAM parental: -3; M1 antag: -2; CHRM1 agonist: -3; TAAR1 antag: 8; OXTR potentiate: -3; M1 ag parental: 0.1

What do the screens show for `O=C1c2ccccc2NC(c2cccc(F)c2)N1Cc1ccco1` (stereo not drawn)?
TAAR1 agonist: -2; CHO-K1 Ca antag: -8; CHO parental Ca: -14; M1 PAM parental: 21; M1 antag: -5; CHRM1 agonist: -7; TAAR1 antag: -4; OXTR potentiate: -5; M1 ag parental: 1.5

What do the screens show for `CC(C)(C)c1ccccc1N=Cc1ccc2ccccc2n1`?
TAAR1 agonist: 2; CHO-K1 Ca antag: 2; CHO parental Ca: 2; M1 PAM parental: -1; M1 antag: 2; CHRM1 agonist: -2; TAAR1 antag: -38; OXTR potentiate: -5; M1 ag parental: 0.0

Results for O=C(CN1C(=O)NC2(CCCCCCC2)C1=O)NC1CCCc2ccccc21 (stereo not drawn) ?
TAAR1 agonist: 1; CHO-K1 Ca antag: 21; CHO parental Ca: -23; M1 PAM parental: -12; M1 antag: 1; CHRM1 agonist: -3; TAAR1 antag: -18; OXTR potentiate: 1; M1 ag parental: -0.3

How did Cc1cccc(Nc2cc(=O)[nH]c(=O)[nH]2)c1 do in these assays?
TAAR1 agonist: 20; CHO-K1 Ca antag: 0; CHO parental Ca: -10; M1 PAM parental: 5; M1 antag: -9; CHRM1 agonist: -7; TAAR1 antag: 3; OXTR potentiate: -10; M1 ag parental: 0.7

Results for CC(=O)NS(=O)(=O)c1cccnc1Nc1cccc(Cl)c1C ?
TAAR1 agonist: 2; CHO-K1 Ca antag: -2; CHO parental Ca: -3; M1 PAM parental: 18; M1 antag: -6; CHRM1 agonist: -6; TAAR1 antag: -2; OXTR potentiate: 2; M1 ag parental: 1.3

How did Cc1ccc(CN2CCN(C(=O)C3CCCO3)CC2)cc1 (stereo not drawn) do in these assays?
TAAR1 agonist: 2; CHO-K1 Ca antag: -6; CHO parental Ca: -9; M1 PAM parental: 16; M1 antag: 1; CHRM1 agonist: -4; TAAR1 antag: 5; OXTR potentiate: 4; M1 ag parental: -0.1

How did COC(=O)c1ccc(NC(=O)CSc2ccccn2)cc1 do in these assays?
TAAR1 agonist: 2; CHO-K1 Ca antag: 5; CHO parental Ca: 0; M1 PAM parental: 5; M1 antag: -3; CHRM1 agonist: 0; TAAR1 antag: 6; OXTR potentiate: 0; M1 ag parental: 0.2

Some of these compounds in order of heavy-atom count, highest first:
Results for CC(=O)NS(=O)(=O)c1cccnc1Nc1cccc(Cl)c1C ?
TAAR1 agonist: 2; CHO-K1 Ca antag: -2; CHO parental Ca: -3; M1 PAM parental: 18; M1 antag: -6; CHRM1 agonist: -6; TAAR1 antag: -2; OXTR potentiate: 2; M1 ag parental: 1.3

How did Cc1ccc(CN2CCN(C(=O)C3CCCO3)CC2)cc1 (stereo not drawn) do in these assays?
TAAR1 agonist: 2; CHO-K1 Ca antag: -6; CHO parental Ca: -9; M1 PAM parental: 16; M1 antag: 1; CHRM1 agonist: -4; TAAR1 antag: 5; OXTR potentiate: 4; M1 ag parental: -0.1

How did Clc1ccc(SCCOCCN2CCCCC2)cc1 do in these assays?
TAAR1 agonist: 3; CHO-K1 Ca antag: -7; CHO parental Ca: -13; M1 PAM parental: 17; M1 antag: 28*; CHRM1 agonist: -11; TAAR1 antag: 3; OXTR potentiate: -5; M1 ag parental: 1.8

High-throughput results deposited in PubChem BioAssay by The Scripps Research Institute Molecular Screening Center.
